AmpC det inh: AmpC beta-lactamase inhibition, detergent assay; purified AmpC, nitrocefin hydrolysis with detergent; Potency, µM (doses to about 28.7 µM), for inactives: top-dose activity change, negative = inhibition; hit rate 0.09% among 71,000; active = well fitted curve in the direction sought with a large enough effect
Target sequence (P00811 whole entry, looked up): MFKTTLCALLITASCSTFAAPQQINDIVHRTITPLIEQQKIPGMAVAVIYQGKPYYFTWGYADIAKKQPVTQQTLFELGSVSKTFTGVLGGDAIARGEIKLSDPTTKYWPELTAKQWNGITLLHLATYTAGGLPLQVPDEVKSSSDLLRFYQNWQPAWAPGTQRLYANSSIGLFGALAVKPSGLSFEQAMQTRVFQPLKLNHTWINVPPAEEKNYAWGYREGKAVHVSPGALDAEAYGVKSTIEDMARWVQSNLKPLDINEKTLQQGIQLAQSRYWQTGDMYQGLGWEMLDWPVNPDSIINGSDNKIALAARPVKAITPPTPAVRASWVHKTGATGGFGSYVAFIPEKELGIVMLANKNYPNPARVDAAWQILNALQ
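E. coli AmpC (5.3 nM) in 20 mM phosphate pH 7.0 with 0.01% Triton X-100, preincubated 15 min RT with compound; nitrocefin (2 uL of 800 uM stock) hydrolysis followed by 480 nm absorbance every 20 s over 4 min.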
The depositor's hits bear a star; [ ] = dose if it differs, or a comment. % is set by controls: 0 for no effect and ±100 for the full control effect; potency is the fitted concentration of half-maximal effect. Some of the compounds tested, so the mix of outcomes need not match the whole.

structure	AmpC det inh
O=C(C1CCN(S(=O)(=O)c2cccs2)CC1)N1CCc2ccccc2C1	-4.6%
O=S(=O)(c1ccccc1)N1CCC2(CCN(c3ncccn3)CC2)CC1	0.7%
O=S(=O)(Nc1nc2ccccc2nc1NCC1CCCO1)c1cccs1 (configuration not stated)	-2.3%
COC(=O)c1[nH]c2cccc(OC)c2c1NC(=O)CCN1CC(C)CC(C)C1 (configuration not stated)	-2.8%
COc1ccccc1N1CCN(C(=O)c2cccc(N3C(=O)NC4CC3(C)Oc3ccccc34)c2)CC1 (configuration not stated)	-3.1%
Cc1ccccc1OCCCN1CCCC1	7.2%
CCNC(=O)CSc1nc2ccccc2c(=O)n1OC	-6.5%
COc1ccc(-c2nc(-c3ccc(Br)o3)no2)cc1OC	4.7%
Cc1cc(=O)[nH]c2c(C)c(N)ccc12	-0.4%
CCOC(=O)C1CCN(C(=O)c2cc3c(-c4ccc(OC)c(OC)c4)nn(C)c3s2)CC1	2.5%
Cc1[nH]n2c(=O)cc(C(C)C)nc2c1-c1ccccc1	13.5%
N[C@H](C(=O)O)[C@@H]1[C@@H](C(=O)O)C1(F)F	-0.7%
CC1CCCCC1NC(=O)c1nn(C)c(=O)c2ccccc12 (configuration not stated)	-2.5%
NCC(CC(=O)O)c1ccc(Cl)cc1 (configuration not stated)	-1.7%
O=C(COC(=O)c1cnccn1)Nc1ccc(Cl)cc1	-3.1%
CC1(C)S[C@@H]2[C@H](NC(=O)Cc3ccccc3)C(=O)N2[C@@H]1C(=O)O	-2.9%[5.75 µM]
Cc1ccc(C2C3=C(CC(C)(C)CC3=O)N(CCN3CCOCC3)C3=C2C(=O)CC(C)(C)C3)cc1	-4.6%
O=C1C(O)CC2c3ccccc3CC3(CCCC3)N12 (configuration not stated)	14.1%
C[N+](C)(C)CC#CCOC(=O)Nc1cccc(Cl)c1	0.7%
COc1cc2oc(-c3ccccc3)cc(=O)c2cc1O	-1.5%

The final 2 entries of the section above come first, to join the parts:
structure	AmpC det inh
C[N+](C)(C)CC#CCOC(=O)Nc1cccc(Cl)c1	0.7%
COc1cc2oc(-c3ccccc3)cc(=O)c2cc1O	-1.5%
Cc1noc(C)c1COC(=O)CCOc1ccccc1	-5.5%
COC(=O)c1cn(CC(=O)N2CCCCCC2)c2ccccc12	-6.3%
Cc1ccc(N2C(=O)c3ccccc3C2Nc2ccccc2F)nc1 (configuration not stated)	10.2%
Cc1nnc(SCC(=O)Nc2nc3c(s2)CC(C)CC3)s1 (configuration not stated)	-4.4%
CCOC(=O)C1=C(C)Nc2ccccc2N=C1NC(=O)CCCN1C(=O)c2ccccc2C1=O	-4.3%
CCOC(=O)C1=C(C)NC(C)=C(C(=O)OCC)C1C1=COCCO1	12.5%
O=c1cc2n(c(=O)[nH]1)CCC1=C2CCCC1	5.3%
CCOC(=O)C(C(C)=O)=C1SC2CS(=O)(=O)CC2S1 (configuration not stated)	16.0%
Cc1ccc([C@@H](O)c2cnc(C)n2Cc2ccccc2)cc1	-4.6%[5.75 µM]
Cc1ccc(-c2nnc(SCC(=O)Nc3ccc(S(=O)(=O)N4CCCCCC4)cc3)o2)cc1	-1.5%
CCCn1c(NC(=O)c2ccc(Cl)c(S(=O)(=O)N3CCCC3)c2)nc2ccccc21	11.9%
O=C(Cn1nnc(-c2ccc3c(c2)OCO3)n1)N1CCOCC1	-1.7%
O=P(c1ccccc1)(c1ccccc1)C(c1ccco1)N1CCOCC1 (configuration not stated)	-0.6%
COc1ccccc1N1CCN(S(=O)(=O)c2ccccc2F)CC1	-2.6%
CN(CCNC(=O)CN1CCN(Cc2ccccc2Cl)C1=O)Cc1ccccc1	-0.9%
CCOC(=O)Nc1cc2c(C)cc(=O)oc2cc1C	-4.2%
COC(=O)c1cc2c(=O)n3ccccc3nc2n(C(C)C)c1=N	-3.8%
O=C(NCc1cccnc1)c1c(F)c(F)c(F)c(F)c1F	5.3%
O=C(O)c1ccccc1C(=O)Nc1n[nH]c(=S)s1	-0.9%
Cc1cc(C)c(S(=O)(=O)N(C)Cc2cnn(C)c2)c(C)c1	-2.0%

Sorted by count of non-hydrogen atoms (ascending): some entries from above.
structure	AmpC det inh
CCOC(=O)Nc1cc2c(C)cc(=O)oc2cc1C	-4.2%
Cc1ccc([C@@H](O)c2cnc(C)n2Cc2ccccc2)cc1	-4.6%[5.75 µM]
COC(=O)c1cn(CC(=O)N2CCCCCC2)c2ccccc12	-6.3%

The listing continues:
structure	AmpC det inh
COc1ccc(C2=NOC(C(=O)NCc3ccc(F)cc3)C2)cc1OC (configuration not stated)	-2.5%
C[C@H](N)c1nnc(SCc2ccc(Cl)cc2Cl)o1	-0.7%
Clc1ccccc1-c1nnc2sc(-c3ccc4c(c3)OCO4)nn12	-6.8%
O=C(CSc1nnc(Cc2ccccc2)o1)Nc1ccc(Br)cn1	-0.8%
CC(C)C12CN3CC(C(C)C)(CN(C1)C31C(=O)Nc3ccccc31)C2=O (configuration not stated)	7.3%
CCC(C)(C(=O)NC1CCCC1)N(CC1CCCO1)C(=O)CNC(=O)c1ccccc1 (configuration not stated)	-1.3%
Clc1ccc(Cn2cccc2C2=NCCO2)cc1	-6.5%
CCOc1cccc(N2C(=O)CC(n3cnc4ccccc43)C2=O)c1 (configuration not stated)	-4.2%
CCOC(=O)C1CCCN(C(=O)CNC(=O)Cn2ccc3ccccc3c2=O)C1 (configuration not stated)	8.9%
CCN(CC)S(=O)(=O)c1ccc(C(=O)C(C#N)c2ccccn2)cc1 (configuration not stated)	-6.0%
Cc1cc(C(=O)Nc2cccnc2)on1	7.0%
COc1cccc(N2CCN(C(=O)C3CCCN(S(=O)(=O)c4cnc[nH]4)C3)CC2)c1 (configuration not stated)	6.1%
COCCN(C(=O)Cc1cccs1)c1nnc(-c2ccncc2)s1	-0.5%
O=C(CN1C(=O)c2cccc3cccc1c23)Nc1cccnc1	-6.0%
CCOc1ccc(NC(=O)c2ccccc2NC(=O)CN2CCN(C(C)=O)CC2)cc1	-3.2%
COc1ccc2c(c1)C(C)=CC(C)(C)N2C(=O)C(C)N1C(=O)c2ccccc2C1=O (configuration not stated)	10.5%
Cn1c(=O)c2c(nc(N/N=C\c3ccccc3C(=O)O)n2C)n(C)c1=O	-1.9%[5.75 µM]
CCNc1nc(NC(C)C)nc(Oc2ccc(OCCOc3ccc(C)cc3)nn2)n1	-2.4%
O=C1Nc2ccc(S(=O)(=O)NCCC3=CCCCC3)c3cccc1c23	-3.0%
c1ccc(-c2nc(-c3ccco3)cs2)nc1	-1.6%

Molecules listed so far that contain a COOH group (5):
structure	AmpC det inh
N[C@H](C(=O)O)[C@@H]1[C@@H](C(=O)O)C1(F)F	-0.7%
NCC(CC(=O)O)c1ccc(Cl)cc1 (configuration not stated)	-1.7%
CC1(C)S[C@@H]2[C@H](NC(=O)Cc3ccccc3)C(=O)N2[C@@H]1C(=O)O	-2.9%[5.75 µM]
O=C(O)c1ccccc1C(=O)Nc1n[nH]c(=S)s1	-0.9%
Cn1c(=O)c2c(nc(N/N=C\c3ccccc3C(=O)O)n2C)n(C)c1=O	-1.9%[5.75 µM]

Next section.
structure	AmpC det inh
Cc1ccc(S(=O)(=O)N2CCC(C(=O)N[C@@H](C)C(=O)NCCc3ccccc3)CC2)cc1	-3.9%
Cc1cc(C)cc(OCC(=O)Nc2ccc(N3CCN(S(C)(=O)=O)CC3)cc2)c1	-0.8%
Cc1ccccc1-c1nc(CS(=O)(=O)CC(=O)NCc2ccccc2)c(C)o1	6.0%
COCCCN1C(=O)c2[nH]nc(-c3ccccc3O)c2C1c1cccc(Cl)c1 (configuration not stated)	-0.3%
CCOc1ccccc1N(CC(=O)N1CCCCCC1)S(C)(=O)=O	-0.5%
CCOC(=O)N1CCN(C(=O)CCCn2nc(C)c3sc4ccccc4c3c2=O)CC1	-0.5%
CC(=O)N(CCCN(C)C)CCC(C)CCC=C(C)C (configuration not stated)	7.0%
COc1ccc(N2CC(C(=O)NCc3ccccc3)CC2=O)cc1 (configuration not stated)	-2.2%
CCCCC#N	11.7%
CC1=C(C(=O)Nc2cc(-c3cccc(F)c3)[nH]n2)C2(CCCCC2)OC1=O	1.3%
COC(=O)C1=C(C)NC(=O)C1(NC(=O)CN1CCCC1=O)C(F)(F)F (configuration not stated)	-3.1%
O=C(Cn1c(NCCCO)nc2ccccc21)c1ccco1	23.3%
OC(CCCN1CCCCC1)(c1ccccc1)c1ccccc1	1.0%[12.8 µM]
CCOc1cc(NC(=O)c2ccco2)c(OCC)cc1NC(=O)COc1ccccc1C	14.4%
N[C@H](Cc1cc(I)c(Oc2ccc(O)c(I)c2)c(I)c1)C(=O)O	1.0%[12.8 µM]
CCOc1ccc(N2CC(C(=O)NC(C)C)CC2=O)cc1 (configuration not stated)	-4.6%
CC1CCc2cc(F)ccc2N1C(=O)c1cc2nc(-c3ccco3)cc(C(F)(F)F)n2n1 (configuration not stated)	-3.3%
O=C(CCS(=O)(=O)Cc1ccccc1)Nc1nc2c(s1)CCCC2	-2.7%
CC(C)=C[C@H]1[C@@H](C(=O)OCc2cc3c(cc2Cl)OCO3)C1(C)C	-2.0%[5.75 µM]
CCn1nnc(NC(=O)CSc2ccc(Cl)cc2)n1	-2.4%
CCOC(=O)c1cccc(NC(=O)CN(c2ccc(OC)cc2)S(=O)(=O)c2c(C)noc2C)c1	0.8%
CN1CCN(c2ncc3nc(-c4cn(C)c5ccccc45)c(=O)n(C)c3n2)CC1	-3.7%
Cc1cc(C)n(Cc2ccc(F)cc2)c(=O)c1C#N	0.0%
CCC(=O)Nc1cc2nn(-c3ccccc3)nc2cc1Cl	-2.7%
CCCCC(=O)Nc1ccc(NC(=O)C2CC2)nc1	15.3%
Nc1nc(Cl)nc2c1ncn2[C@@H]1O[C@@H](COP(=O)(O)OP(=O)(O)OP(=O)(O)O)[C@@H](O)[C@H]1O	-1.4%
CC(C)C1(C)C(=O)N=C2c3ccccc3C(=O)N21 (configuration not stated)	-4.9%
CCOC(=O)c1sc(NC(=O)CSc2nnc(-c3ccc(OC)cc3)n2CCOC)nc1C	-5.5%
COc1ccccc1OCc1nc(C#N)c(N2CC(C)CC(C)C2)o1 (configuration not stated)	12.6%
CCCCOCCCNS(=O)(=O)Cc1ccccc1	-3.0%
CC(CCN(C)C)OC(=O)c1ccc(C(C)c2ccccc2)o1 (configuration not stated)	11.1%
COc1ccc(CCNC(=O)c2[nH]c(C)c(C(C)=O)c2C)cc1OC	-1.4%
CCN(C(=O)Cc1cccs1)c1nnc(-c2cccnc2)s1	-6.0%
NS(=O)(=O)c1cc(C(=O)O)c(Cl)c([N+](=O)[O-])c1Cl	-5.4%[5.75 µM]
O=C(NCCN1C(=O)CSC1=O)C1CC(=O)N(c2ccccc2)C1 (configuration not stated)	-1.1%
O=C1c2oc3ccccc3c(=O)c2C(c2ccc(Br)cc2)N1c1ncccn1 (configuration not stated)	13.4%
CCSCc1nnc(SCC(=O)c2ccc(OC)cc2)n1C	-3.4%
N#Cc1nc(N2CCCCC2)nc(N2CCOCC2)n1	-4.6%
CCC(C)NC(=O)CSC1=Nc2ccccc2C2=NC(CC(=O)NCc3ccc(F)cc3)C(=O)N12 (configuration not stated)	-2.7%
Cc1ccc(NC2=NC(c3ccco3)n3c(nc(C)cc3=O)N2)c(C)c1 (configuration not stated)	-5.2%

(list continues)
structure	AmpC det inh
O=C(CSc1nc2sc3c(c2c(=O)n1-c1ccccc1)CCCC3)NCc1ccco1	8.9%
O=C(CCn1c(=O)oc2ccccc21)N1CCN(c2ccc(F)cc2)CC1	12.3%
O=C(NCCO)c1ccc(Cl)c(Cl)c1	4.7%
CCOC(=O)c1ccc(Nc2ncnc3c2cnn3C)cc1	-1.4%
COc1ccc(CCCc2nnc(SCC(=O)Nc3nc(C)cs3)n2C)cc1C	-3.6%
CCCC(C(=O)OCCN(CC)CC)(c1ccccc1)c1ccccc1	-3.7%[12.8 µM]
COc1ccc(-c2nc(-c3cccc(C)c3)no2)cc1OC	0.8%
c1ccc(-n2ncc3c(NCc4ccc5c(c4)OCO5)ncnc32)cc1	-1.6%
c1ccc(OCCSc2ncnc3nc[nH]c23)cc1	4.9%
COc1cc(C(=O)O)cc(OC)c1OCc1cc(C(=O)O)oc1C	8.6%
Cc1cc(C)nc(-n2nc(C)cc2NC(=O)CN2CCCC(C)C2)n1 (configuration not stated)	-1.2%
Cc1onc(-c2ccccc2Cl)c1C(=O)NCc1ccc(S(N)(=O)=O)cc1	7.1%
O=C(COC(=O)c1ccccc1NC(=O)c1ccco1)Nc1ccc2c(c1)OCO2	-1.0%
CC1Oc2ccccc2N(Cc2cccnc2)C1=O (configuration not stated)	3.4%
O=C(NC12CC3CC(CC(C3)C1)C2)c1cnccn1	-5.0%
C[C@@H](Cc1ccc2c(c1)OC(C(=O)O)(C(=O)O)O2)NC[C@H](O)c1cccc(Cl)c1	-4.7%
O=C(Nc1c2c(nn1-c1ccc(F)cc1)CSC2)c1ccc(S(=O)(=O)N2CCOCC2)cc1	-1.3%
O=CN1CCN(C(=O)c2ccccc2F)CC1	0.6%
CCC(=O)c1ccc(N2CCCCCC2)c(F)c1	0.5%
Cc1nn(C)c(C)c1S(=O)(=O)N(CC(=O)Nc1ccccn1)c1ccc(C(C)C)cc1	5.5%
O=C(NCc1cccnc1)c1cnn2ccccc12	14.4%
Cc1noc(-c2ccccc2OC(=O)c2ccccc2)n1	2.9%
O=C(CN1CCN(c2ccccn2)CC1)N(c1ccccc1)c1ccc2ccccc2c1	8.8%
CN1CCN(c2ncc3nc(-c4cccc(C#N)c4)c(=O)n(CCC#N)c3n2)CC1	-0.3%
O=S(=O)(c1cccs1)N1CCN(Cc2ccccc2)CC1	-1.1%
COc1ccc(C2CC(c3ccc(Cl)cc3)Nc3nc(NC(=O)c4ccco4)nn32)cc1 (configuration not stated)	13.5%
CC(C)c1nnc(NC(=O)c2cccc(-n3cnnn3)c2)s1	2.5%
O=C(CN1CCCC1)NCC1(c2ccccc2)CCOCC1	-1.0%
